Screening results deposited in PubChem by National Center for Advancing Translational Sciences (NCATS).
Vif-A3F inh: inhibitors of Vif-A3F interaction. HeLa A3F-eYFP + Vif (tagged APOBEC3F with the HIV-1 protein that degrades it), YFP fluorescence increase. Potency, µM (titrated, usually from 46.1 µM), for the others: at the highest dose activity, negative = active. 390,000 compounds, 0.2% hits. AID 602313; further: potency means the concentration at half of the fitted maximal effect; % of control where 0% means no effect; nearly all actives have a fitted effect of over 65% in size
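HeLa cells stably expressing Vif plus C-terminally eYFP-tagged A3F were seeded, incubated overnight at 37 deg C, dosed with compound, incubated overnight again at 37 deg C. Yellow fluorescence (Ex 488/Em 500-530) reported blocked Vif-mediated A3F-eYFP degradation.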
D1 potentiator: enhances dopamine response at the human D1 receptor. P21728. HEK293 TREx D1 cells, calcium flux, dopamine EC20 potentiation. 360,000 compounds, 0.036% hits. potentiation, % at 10 µM; in the data active means potentiation above about 30%; further: 0% is about no effect
D2 potentiator: D2 dopamine receptor (human) potentiation; P14416; HEK293 T-REx D2, calcium flux, EC20 dopamine potentiation; potentiation, % at 10 µM; 340,000 compounds, 0.34% hits;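 active means potentiation over 3 SD above the plate norm, cut at about 30% in these data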; further: 0% is about no effect
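Cells plated with tetracycline inducer and held overnight at 30 C; calcium dye loaded 30–90 min at room temperature; baseline taken, compound added and read 180 s; EC20 dopamine then added and read 180 s.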
D1 antagonist: antagonists of human D1 dopamine receptor. P21728. activity change, negative = inhibition, % at 10 µM. HEK293 TREx D1 cells, calcium flux, dopamine EC80; active compounds read low. 360,000 compounds, 3.2% hits; in the data active means activity change below about -30%; further: on the % scale 0 is the no-effect control and ±100 the full control effect
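Inducible Hek293 Trex D1 cells (tetracycline, overnight, 30 C). Calcium dye 30–90 min RT. Antagonist mode: EC80 dopamine added after 180 s compound read.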
RXFP1 agonist: activates the human relaxin receptor RXFP1. Q9HBX9. HEK293T-RXFP1 cAMP TR-FRET, 30 min; response scale: percent of porcine relaxin response, buffer zero. Potency, µM (titrated, usually from 57.5 µM), inactives show top-dose activation, most hits filed as activators. 370,000 compounds, 0.3% hits. AID 2676; further: potency means the concentration at half of the fitted maximal effect; on the % scale 0 is the no-effect control and ±100 the full control effect; nearly all actives have a fitted effect of over 60% in size; many of its hits are not listed in these tables
Target sequence (Q9HBX9 whole entry, looked up): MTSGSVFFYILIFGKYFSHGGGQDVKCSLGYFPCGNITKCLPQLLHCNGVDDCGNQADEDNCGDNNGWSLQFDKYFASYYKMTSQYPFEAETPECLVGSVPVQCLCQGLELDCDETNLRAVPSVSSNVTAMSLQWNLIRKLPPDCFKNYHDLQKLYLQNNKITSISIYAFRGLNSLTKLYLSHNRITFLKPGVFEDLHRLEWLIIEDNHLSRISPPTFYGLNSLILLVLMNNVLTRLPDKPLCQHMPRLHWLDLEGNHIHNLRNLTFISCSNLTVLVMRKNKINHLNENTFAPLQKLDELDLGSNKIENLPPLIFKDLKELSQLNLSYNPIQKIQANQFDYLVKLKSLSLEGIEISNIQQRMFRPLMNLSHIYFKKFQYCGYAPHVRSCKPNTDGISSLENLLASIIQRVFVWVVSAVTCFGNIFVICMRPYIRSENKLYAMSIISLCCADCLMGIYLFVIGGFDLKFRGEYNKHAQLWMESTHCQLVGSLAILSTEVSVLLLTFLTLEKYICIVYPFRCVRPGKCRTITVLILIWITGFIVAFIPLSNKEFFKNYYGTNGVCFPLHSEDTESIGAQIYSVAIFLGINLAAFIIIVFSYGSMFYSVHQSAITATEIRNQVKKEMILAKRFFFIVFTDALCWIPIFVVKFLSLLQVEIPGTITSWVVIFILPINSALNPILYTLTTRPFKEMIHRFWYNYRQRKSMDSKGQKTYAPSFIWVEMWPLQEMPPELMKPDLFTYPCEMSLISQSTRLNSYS
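Agonist response is measured as cAMP accumulation in an RXFP1-transfected HEK293T line under PDE4 inhibition. Values are scaled between buffer-only and 29 nM porcine relaxin, and EC50s come from standard Hill equation fits.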
LDHA block: inhibitors of human lactate dehydrogenase A | P00338 | purified LDHA, NADH/diaphorase-resazurin fluorescence; active compounds read low | activity change, % (values are at about 110 or 230 µM) | 480,000 compounds, 0.15% hits | AID 1347041; in the data active means activity change below about -30%; inconclusive means mostly about -25% to -30%;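 further: plate controls were DMSO wells for no effect and wells without enzyme for full effect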
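Remaining NADH was detected by diaphorase (0.133 mg/mL) converting 37 µM resazurin to fluorescent resorufin, read at 0 and 20 minutes. The preceding 5-minute room-temperature reaction used 2 nM LDHA, 0.2 mM sodium pyruvate and 0.06 mM NADH at pH 7.4.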
Vif-A3G inh: Vif-A3G binding inhibition | Potency, µM (top dose mostly 46.1 µM), inactives show at the highest dose activity, negative = active, usual class: inhibitors | HeLa A3G-eYFP + Vif (tagged APOBEC3G with the HIV-1 protein that degrades it), YFP fluorescence, overnight | Q9HC16 | 410,000 compounds, 0.076% hits;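 further: potency means the concentration at half of the fitted maximal effect; on the % scale 0 is the no-effect control and ±100 the full control effect; nearly all actives have a fitted effect of over 60% in size; hits raise eYFP signal because A3G escapes Vif-driven loss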
Target sequence (Q9HC16 whole entry, looked up): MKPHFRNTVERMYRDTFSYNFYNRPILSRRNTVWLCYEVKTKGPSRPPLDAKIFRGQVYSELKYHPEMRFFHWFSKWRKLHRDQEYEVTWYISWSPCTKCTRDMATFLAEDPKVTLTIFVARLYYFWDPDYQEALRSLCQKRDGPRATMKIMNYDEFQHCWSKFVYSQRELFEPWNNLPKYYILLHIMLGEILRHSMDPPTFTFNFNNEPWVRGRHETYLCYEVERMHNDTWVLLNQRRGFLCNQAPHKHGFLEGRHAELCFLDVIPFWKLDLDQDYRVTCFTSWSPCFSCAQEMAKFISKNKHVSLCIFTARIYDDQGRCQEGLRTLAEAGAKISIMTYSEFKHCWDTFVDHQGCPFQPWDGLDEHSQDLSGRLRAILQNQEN
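HeLa cells stably expressing Vif and C-terminally eYFP-tagged A3G, seeded overnight at 37 deg C, then exposed to compound by pintool overnight at 37 deg C. Rise in yellow fluorescence (Ex 488/Em 500-530, Acumen) marks blocked Vif-driven A3G degradation.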
D1 agonist: activates the human D1 dopamine receptor; P21728; HEK293 T-REx D1 cells, calcium flux, agonist mode; activation, % at 2 µM; 360,000 compounds, 1% hits; in the data active means activation above about 30%; further: 0% is about no effect
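Inducible HEK293 T-REx D1 cells, force-coupled to calcium signalling, were plated at 4000 cells/well with tetracycline and held overnight at 30 C. After no-wash calcium dye loading, compound-evoked calcium rise over 180 s flagged agonists.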
Glioma ERSR ind: inducers of ER stress response in human glioma cells | AID 602332 | Potency, µM, inactives show at the top dose activation, hits mostly activators | U87-MG GRP78 promoter luciferase reporter, 16 h | 420,000 compounds, 0.02% hits; further: potency means the concentration at half of the fitted maximal effect; series mostly up to about 76 µM; % of control where 0% means no effect; nearly all actives have a fitted effect of over 35% in size
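ERSR induction read as luciferase luminescence (Bright-Glo, 10 min at room temperature) in stably transfected human U87-MG glioma cells exposed to compounds for 16 h, using GRP78 as sensor.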
Numbers without * were called inactive; ? = inconclusive; · = not tested or not shown; & = joins results of further samples. Unless noted, the call rests on the fitted dose curve; in most records, active means well fitted curve in the direction sought with a large enough effect; inconclusive means small, poorly fitted or top-dose-only effect, or another doubt; inactive means no such curve, though single readings can be large; an effect the other way counts as inactive or inconclusive.

SMILES	Vif-A3F inh	D1 potentiator	D2 potentiator	D1 antagonist	RXFP1 agonist	LDHA block	Vif-A3G inh	D1 agonist	Glioma ERSR ind
COC(=O)Cn1c(=O)c2c(nc3n2CC(C)CN3c2ccc(C)c(C)c2)n(C)c1=O (stereo not given)	-5%	-8	-4	7	0.0%	-9	2%	5	-2%
COc1ccc(/C=C/CN2CCC(CO)(Cc3ccccc3Cl)CC2)cc1	-28%	3	-18	-1	0.8%	0	1%	109*	0%
Cc1ccc(NC(=O)/C(C#N)=C\c2ccc(-c3ccc(Cl)cc3)o2)c(C)c1	3.2µM*	0	4	1	0.1%	-5	-6%	-1	-2%
COC(=O)c1cnn(-c2nc3c(C)cccc3s2)c1C	2%	-2	-6	·	2.3%	-7	0%	0	2%
CCOC(=O)C1CCCN(Cc2ccc(-c3ccccc3)cc2)C1 (stereo not given)	-8%	5	-16	-17	-0.4%	-5	2%	4	0%
S=C(Nc1ccccc1)N1CCc2ccccc21	-10%	-4	12	0	-3.5%	-7	2%	3	0%
COc1cc(NC(=O)c2sc3nc4n(c(=O)c3c2C)CCCCC4)cc(OC)c1OC	-13%	-3	-4	-14	19%	2	3%	0	0%
O=C(C1CCC1)N1CCN(c2ccccc2)CC1	1%	2	-1	6	-0.1%	-4	3%	2	-2%
N#Cc1nc(COc2cccc(Cl)c2)oc1NCc1ccncc1	·	9	8	16	0.7%	-5&-21	0%	0	0%
COC(=O)c1sccc1NC(=O)/C=C/c1ccc(Cl)cc1Cl	-13%	-4	6	-5	0.5%	-5	-2%	1	3%
COc1ccc(/C=C/c2ccc(=O)n(Cc3ccccc3)n2)cc1	11%	-7	3	-26	3.2%	-1	-1%	8	0%
CN(Cc1c(F)cccc1Cl)C(=O)c1ccc(NC(=O)CC2SC(N3CCCC3)=NC2=O)cc1 (stereo not given)	-27%	0	-8	-10	0.1%	-12	-2%	-1	-1%
COc1cc([C@@H]2CC=C(C(=O)O)[C@H](c3ccccc3)N2S(=O)(=O)c2ccc(C)cc2)cc(OC)c1OC	-1%	1	·	7	-0.3%	-1	4%	3	-5%
CC(C)C[C@H](NC(=O)c1nc[nH]c1C(=O)NCCCCCN)C(=O)OCc1ccccc1	-3%	·	·	·	·	0	5%	·	-1%
CC1CCN(C(=O)CN(C)S(=O)(=O)c2cccc3nsnc23)CC1	0%	-2	-1	-14	0.7%	-9	1%	4	-2%
COc1ccc(CNC(=O)CCc2cc(OC)c(OC)c(OC)c2)cc1	-10%	-3	-6	2	2.8%	-3	2%	1	-6%
CC(C)N(Cc1nc(-c2ccc(Cl)cc2)no1)C(=O)CCCN1C(=O)c2ccccc2C1=O	-6%	8	-2	5	2.9%	-14	1%	11	-2%
Cc1ccc(OCCn2cnc3c(N)ncnc32)cc1	-6%	1	-4	-9	6.1%	-7	0%	2	1%
CC(Oc1ccccc1)C(=O)Nc1ccc(S(=O)(=O)N2CCCC2)cc1 (stereo not given)	-5%	0	2	0	0.1%	-7	-1%	23	0%
CCOC(=O)c1ccccc1-c1csc(NS(=O)(=O)c2ccc(Cl)cc2)n1	-1%	-4	-3	-7	-2.8%	-2	-3%	1	-6%
N#Cc1ccsc1NC(=O)c1cccc([N+](=O)[O-])c1	-3%	2	7	11	9.5%	-7	4%	4	0%
Cc1noc(C)c1S(=O)(=O)N(CC(=O)NCCc1ccccc1)c1ccc(C(C)C)cc1	2%&-1%	-1&1	10&3	1&-4	4.0%&-1.4%	-5&-11	0%&6%	17&23	-1%&-2%
O=C(N/C(=C\c1ccccc1)C(=O)N1CCOCC1)c1ccccc1Cl	0%	-1	1	-2	-0.2%	-2	-1%	1	0%
COc1ccc(C(=O)N/N=C2\CCc3ccccc32)cc1OC	-6%	-3	3	2	-0.4%	-1	-6%	1	6%
O=C(c1ccc([N+](=O)[O-])cc1)N1CCC(n2nnc3cc(F)ccc32)CC1	-2%	4	33*	31	-2.3%	-4	1%	0	-2%

Whole records as entered above. Order of screens: Vif-A3F inh | D1 potentiator | D2 potentiator | D1 antagonist | RXFP1 agonist | LDHA block | Vif-A3G inh | D1 agonist | Glioma ERSR ind
Cc1noc(C)c1S(=O)(=O)N(CC(=O)NCCc1ccccc1)c1ccc(C(C)C)cc1 across the screens: 2%&-1% | -1&1 | 10&3 | 1&-4 | 4.0%&-1.4% | -5&-11 | 0%&6% | 17&23 | -1%&-2%
O=C(C1CCC1)N1CCN(c2ccccc2)CC1 across the screens: 1% | 2 | -1 | 6 | -0.1% | -4 | 3% | 2 | -2%
N#Cc1nc(COc2cccc(Cl)c2)oc1NCc1ccncc1 across the screens: · | 9 | 8 | 16 | 0.7% | -5&-21 | 0% | 0 | 0%

The results go on:
SMILES	Vif-A3F inh	D1 potentiator	D2 potentiator	D1 antagonist	RXFP1 agonist	LDHA block	Vif-A3G inh	D1 agonist	Glioma ERSR ind
Cc1cc(C)c(NC(=O)c2cn3c4c(c(N5CCN(C)CC5)c(F)cc4c2=O)OCC3C)c(C)c1 (stereo not given)	1%	-1	8	1	0.1%	2	1%	12	-3%
O=C(COC(=O)/C=C/c1cccc(F)c1)NCc1ccc2c(c1)OCO2	6%	·	·	·	·	0	1%	·	-1%
COc1ccc(S(=O)(=O)N2CCCCC2)cc1NC(=O)c1ccc2c(c1)OCO2	0%	1	-2	9	1.4%	-8	0%	1	1%
Cc1ccc(-c2nnc(N3CCC(C)CC3)c3ccccc23)cc1C	?	0	4	2	-1.0%	1	-15%	8	?
COc1cccc(NC(=O)c2ocnc2C)c1	1%	1	-7	-6	2.0%	-1	0%	2	0%
COc1cc2c(cc1NC(=O)c1cc(-c3ccncc3)nc3ccccc13)oc1ccccc12	-14%	-2	-1	5	-0.4%	-6	-10%	4	-3%
Cc1cc(NC(=O)C2CCCCC2C(=O)O)ccc1NC(=O)c1ccccc1 (stereo not given)	1%	-10	-4	15	0.6%	-2	0%	2	-4%
CC(=O)Nc1ccc(S(=O)(=O)NCCC(=O)N2CCCCC2)cc1	8%	0	11	3	-1.3%	-6	0%	6	-4%
Cc1cc(C(=O)N2CCCC(N3CCN(c4ccccc4C)CC3)C2)nc(C)n1 (stereo not given)	0%	10	2	20	2.6%	-5	-7%	-1	0%
COc1ccc(NC(=O)CCn2nnc(-c3ccc(C)cc3)n2)cc1OC	0%	-7	9	-13	1.2%	3	0%	6	-7%
Cc1ccc(C(=O)COc2ncnc3cc(Cl)ccc23)cc1	0%	-2	0	5	1.3%	-1	3%	0	7%
CC1CCCC(NC(=O)c2cccc(S(=O)(=O)N3CCCCC3)c2)C1C (stereo not given)	3%	1	4	-5	0.6%	-2	9%	4	-7%
CCOC(=O)C1=C(C)Nc2ccccc2S1	7%	3	18	-18	0.0%	-1	-7%	0	0%
CC(C)(C)n1ncc2c(=O)n(Cc3c(Cl)cccc3Br)cnc21	3%	0	13	8	1.1%	1	-4%	7	2%
Oc1c(C(c2ccccc2)N2CCN(c3ccccc3)CC2)sc2nc(-c3ccco3)nn12 (stereo not given)	12%	-1	4	·	-0.4%	2	3%	1	0%
COCCN(Cc1ccccc1)C(=O)c1ccc(C(=O)c2ccccc2)cc1	2%	-8	1	-1	-0.8%	-1	0%	2	-2%
CSc1cccc(NC(=O)Cn2nc(C)c3sc4ccccc4c3c2=O)c1	3%	-2	7	3	-3.6%	1	0%	2	-2%
Cc1ccc(F)c([C@H]2[C@@H]3C=CCC[C@@]3(C)C(=O)N2Cc2ccccc2)c1	-6%	-6	16	22	-1.4%	1	1%	17	-5%
CCC1(C(=O)O)NC(c2cc(OC)ccc2O)C2C(=O)N(Cc3ccccc3)C(=O)C21 (stereo not given)	-2%	·	13	10	1.0%	11	1%	3	-6%
CCCOc1ccc(C(CC(=O)O)NC(=O)CC(c2ccccc2)c2ccccc2)cc1 (stereo not given)	2%	1	18	-6	1.8%	-8	-2%	8	-2%
O=C(c1ccccc1F)N1CCN(c2ccccn2)CC1	12%	4	-3	4	1.2%	-5	0%	1	0%
CCN(CCNCC(O)COCc1ccc(Cl)cc1)c1cccc(C)c1 (stereo not given)	-10%	-3	-4	28	1.0%	?	-3%	18	-4%
COc1cc2c(cc1OC)CN(C(=S)Nc1ccccc1Cl)CC2	12%	-4	0	-7	1.0%	-5	3%	10	0%
Cc1noc(C)c1C(=O)N1CCN(c2cccc(Cl)c2)CC1	11%	-4	0	0	0.0%	-16	3%	6	-3%
CC(=O)NCCc1csc(-c2ccccc2)n1	2%	-2	6	32	0.0%	-6	0%	-2	2%
Continuation.
SMILES	Vif-A3F inh	D1 potentiator	D2 potentiator	D1 antagonist	RXFP1 agonist	LDHA block	Vif-A3G inh	D1 agonist	Glioma ERSR ind
Cn1cccc1C(=O)NCC1CCCCC1	1%	-3	11	4	-0.8%	-3	-1%	3	6%
COc1cccc(CN(C(=O)c2oc3ccccc3c2C)C2CCS(=O)(=O)C2)c1 (stereo not given)	4%	0	5	1	0.3%	-4	-1%	7	-1%
O=c1cc(O)n(-c2ccccc2F)c(=S)[nH]1	-5%	1	7	11	0.1%	-8	-6%	0	-2%
CCCN(CC(=O)c1cc(C)n(C)c1C)S(=O)(=O)c1cccc(C(F)(F)F)c1	-2%	-4	4	21	1.8%	-2	0%	2	-3%
COc1ccc(CNC(=O)c2ccc(CNc3c(NC4CCCCC4)c(=O)c3=O)cc2)cc1	3%	-5	-4	2	-2.1%	-17	1%	0	-2%
OCC[C@H]1C[C@@H](O)[C@H](O)[C@]2(OCc3ccccc32)O1	4%	-3	6	3	-1.3%	-10	-6%	0	-2%
COc1ccc(C2c3ccsc3CCN2C(=O)NC(C)(C)C)cc1 (stereo not given)	-1%	0	0	16	-3.3%	-10	-1%	3	-2%
CCOC(=O)C(CC)Sc1ccc2nnc(CCNS(=O)(=O)c3ccccc3)n2n1 (stereo not given)	0%	3	-1	-3	5.2%	-1	-5%	0	-2%
CN1CCN(CCc2nc3cc(NC(=O)COc4ccc(Cl)cc4)ccc3n2C)CC1	-21%	1	-8	-7	12%	-1	-1%	3	-6%
CCCc1c(C)nc2scc(-c3ccc(Cl)cc3)n2c1=O	-8%	·	·	·	·	-6	-3%	·	-5%

Only part of the results is shown. The share of hits here may be higher or lower than overall.
